PI4K2A inh: inhibitors of human PI4K2A; actives 0.13% (n = 420,000); Q9BTU6; AID 1346378; purified PI4K2A, ADP-Glo luminescence, 1 h; active compounds read low; activity change, negative = inhibition, % at 76.9 µM; in the data active = activity change below about -50%;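 also: -100% = wells without enzyme as full effect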
Target sequence (Q9BTU6 whole entry, looked up): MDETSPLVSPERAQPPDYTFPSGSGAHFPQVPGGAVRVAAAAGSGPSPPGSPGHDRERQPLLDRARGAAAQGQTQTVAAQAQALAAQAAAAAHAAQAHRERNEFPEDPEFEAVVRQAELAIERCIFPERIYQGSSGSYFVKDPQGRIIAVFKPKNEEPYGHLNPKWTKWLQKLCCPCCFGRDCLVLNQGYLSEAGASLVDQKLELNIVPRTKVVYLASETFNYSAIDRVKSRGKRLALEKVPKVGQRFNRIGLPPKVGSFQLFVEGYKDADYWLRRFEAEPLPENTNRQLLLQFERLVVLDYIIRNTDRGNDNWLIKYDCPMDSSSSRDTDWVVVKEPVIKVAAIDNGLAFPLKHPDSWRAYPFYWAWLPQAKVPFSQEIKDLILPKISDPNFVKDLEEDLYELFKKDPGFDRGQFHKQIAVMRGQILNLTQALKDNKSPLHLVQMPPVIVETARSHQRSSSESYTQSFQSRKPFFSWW
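ADP-Glo luminescence measured ADP generated by PI4K2A enzyme (4 ug/mL before mixing) with 1.2 mM PI substrate (pre-mix) and 300 microM ATP (pre-mix). Tris pH7.5 buffer with MgCl2, Triton X-100; 1 h reaction at ambient temperature.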
An asterisk follows results filed as active; i = inactive. The list is partial, so the mix of outcomes need not match the whole.

The first two records as a preview:
SMILES | PI4K2A inh
Cc1cc(C(=O)N2CCC2(C)C(=O)NS(=O)(=O)c2ccc(Cl)cc2)nn1C (stereo unspecified) | -1.1
CC1(C(=O)NS(C)(=O)=O)CCN1C(=O)CC(c1ccccc1)c1ccccc1 (stereo unspecified) | -2.5

The whole of this part (from the top)
SMILES | PI4K2A inh
Cc1cc(C(=O)N2CCC2(C)C(=O)NS(=O)(=O)c2ccc(Cl)cc2)nn1C (stereo unspecified) | -1.1
CC1(C(=O)NS(C)(=O)=O)CCN1C(=O)CC(c1ccccc1)c1ccccc1 (stereo unspecified) | -2.5
CSc1ccc(CNC(=O)C2(C)CCCN(C(C)C)C2)cc1 (stereo unspecified) | -0.4
COc1ccc(-n2c(SCC(=O)Nc3ccc(OCc4ccccc4)cc3)nnc2-c2ccc(C)cc2)cc1 | 2.2
CC1=C(C(=O)N(C(C)C)C(C)C)CC(CC(=O)NCCN2CCOCC2)C(=O)N1CCCN1CCCC1=O (stereo unspecified) | 3.5
CCC(c1nc2ccccc2[nH]1)n1c(=O)c(-c2cccs2)nc2ccccc21 (stereo unspecified) | 4.5
O=C1CC[C@@]23CCCN2C(=O)CCC[C@H]3[C@H]1Cc1ccccc1 | -0.2
COc1ccc(C(C)(O)c2nc(-c3ccncc3)cs2)cc1 (stereo unspecified) | 4.0
O=S1(=O)c2ccc(N3CCSCC3)cc2Oc2ccccc2CN1Cc1cn(Cc2ccc(F)cc2)nn1 | -4.0
CC1(C(=O)NS(=O)(=O)c2cccc(C#N)c2)CCN1C(=O)C1(c2ccc(Cl)cc2)CCC1 (stereo unspecified) | -2.1
Cc1nccn1-c1ccc(NC(=O)[C@H]2O[C@@H](n3cnc4c(N)ncnc43)[C@H](O)[C@@H]2O)cc1 | -11.4
CCOC(=O)[C@]12CCCC3=C1N(CCC3)C(=O)[C@@H](CC(=O)NCC13CC4CC(CC(C4)C1)C3)C2 | -2.6
CCCCNC(=O)C(NC(=O)c1ccc(=O)[nH]c1)C(=O)c1ccccc1 (stereo unspecified) | 0.4
CC(C)(C)c1ccc(C(=O)N2[C@H](COCc3ccccc3)C=CS2(=O)=O)cc1 | 0.9
CC(C)C[C@@H](COCc1cccc(Cl)c1)N1CCN(C(=O)c2ccc(C(F)(F)F)cc2)CCC1=O | -1.8
COC(=O)C1CN(Cc2ccccc2)CCS(=O)(=O)N1Cc1ccccc1 (stereo unspecified) | -2.4
N#Cc1c(N)[nH]c(C(=O)c2ccccc2)c1-c1ccccc1Br | -3.0
CCOC(=O)C1(C)CCN1C(=O)c1ccccc1OC(F)(F)F (stereo unspecified) | -6.9
O=C(Nc1ccc2c(c1)OCO2)c1cc(C2CCCCN2C(=O)c2ccc3c(c2)CCO3)on1 (stereo unspecified) | -4.6
CCCC(=O)OC12CCCN(C1)/C(=C/c1ccc(C#N)cc1)C2 (stereo unspecified) | -2.7
CCNC(=O)C1(C)CCCN(C(=O)c2cc(C)nn2C(C)(C)C)C1 (stereo unspecified) | 1.7
CCCc1nc2ccc(C(=O)OC)cn2c1Cc1ccc(C)cc1 | -16.7
CCOC1=C2CN(S(=O)(=O)c3ccc(C)cc3)[C@@H](c3cccc4ccccc34)C[C@H]2[C@H]2C(=O)N(c3ccccc3)C(=O)[C@H]2C1 | -0.8
S=c1[nH]nc(-c2n[nH]c3c2CCC3)n1N=Cc1c[nH]c2ccccc12 | 0.1
CCC1(C)CC(C#N)(C#N)C(=O)NC1=O (stereo unspecified) | 1.2
CCOc1ccccc1NC(=O)NNC(=O)CCn1nc(C)c([N+](=O)[O-])c1C | 4.4
Cc1ccccc1NCC(=O)N/N=C/c1ccc[nH]1 | 4.8
O=C(Nc1nnc([C@@H]2C[C@H](O)[C@@H](CO)O2)s1)c1cccs1 | -0.7
O=C(Nc1cccn2nc(COCCO)nc12)C(c1ccccc1)c1ccccc1 | -0.8
O=C(C[C@H]1CC[C@@H](NC(=O)Cc2cccnc2)[C@@H](CO)O1)NCc1ccc2c(c1)OCO2 | -0.9
O=C(NCc1ccc(C(=O)N2CCCN(Cc3ccccc3)CC2)cc1)c1cccc(Br)c1 | 2.6
CCC(=O)N1CCC1(C)C(=O)Nc1ccc2c(c1)OCO2 (stereo unspecified) | 3.2
COc1ccccc1Cc1c(-c2ccc(C)cc2)nc2cc(C)c(Br)c(C)n12 | 1.3
CCOC(=O)[C@]12CCCC=C1N(CCCOC)C(=O)[C@@H]2CC(=O)NCc1cccc(C(F)(F)F)c1 | 1.2
CCCCNC(=O)C[C@@H]1C[C@@]2(C(=O)OC)CCCCC=C2N(CCc2ccc(OC)c(OC)c2)C1=O | 0.8
COc1ccc(Cc2c(-c3ccc(C#N)cc3)nc3c(Cl)cc(C(F)(F)F)cn23)c(C)c1 | 0.0
CCOC(=O)CNC(=O)C(Cc1ccc2c(c1)OCO2)NC(C)=O (stereo unspecified) | 5.1
COc1ccc(C(C(=O)N(C)C2CCCC2)N(Cc2ccc(F)cc2)C(=O)c2ncn[nH]2)cc1OC (stereo unspecified) | 3.2
Cc1ccccc1Cn1c(C)c(C(=O)N(C)Cc2ccc(F)cc2)sc1=O | 2.7
CCc1nc2c(OCc3cc(Cl)cc(Cl)c3)cccn2c1N(C)C(=O)c1ccc(C)cc1 | 2.0
COc1ccc(-c2nnc(SCC(=O)N/N=C(\C)c3ccc(-c4ccccc4)cc3)n2-c2ccc(C)cc2)cc1 | -4.7
CCNC(=O)C1CCCN(C(=O)c2ccc(OC)cc2)CC1 (stereo unspecified) | -0.7
CC1(Cc2cccc(C(N)=O)c2)C(=O)Nc2c(Cl)cccc21 (stereo unspecified) | -1.5
COc1ccccc1-c1cc(NC(C)=O)c2ncc(-c3ccccc3)n2c1 | -4.4
Clc1ccc(OCCOc2ccc(Br)nc2Br)c(Cl)c1 | -0.5
Nc1nc2ccccc2cc1C(=O)NCc1ccc(Cl)cc1Cl | -1.5
Cc1nc(C(F)(F)F)ccc1C(=O)N1CCC1(C)C(=O)NS(=O)(=O)c1ccccc1 (stereo unspecified) | 0.2
CC(C)C[C@H]1CN([C@@H](CC(C)C)CN2CCCC2CN2C(=S)NC[C@@H]2Cc2ccccc2)C(=S)N1CC1CCCCC1 (stereo partly specified) | 0.6
CCN1C(=O)N2C[C@H]3CON(C)[C@H]3C[C@H]2c2ccccc21 | 1.3
CC(C)CC(N)c1csc(NC(=O)Nc2ccccc2-c2ccccc2)n1 (stereo unspecified) | 0.3
(further entries)
SMILES | PI4K2A inh
C=CC(=O)NC1CCCCN(CC)C1=O (stereo unspecified) | -4.0
COc1ccccc1C(=O)N1CCN(C(=O)[C@H]2O[C@@H](n3cnc4c(N)ncnc43)[C@H](O)[C@@H]2O)CC1 | -13.9
O=C(C=CC(=O)Nc1ccc(F)cc1F)Nc1ccc(F)cc1F | 1.4
OC[C@@H]1CN(Cc2ccc(Cl)cc2)C[C@H](n2cnc3c(N4CCN(c5ccccc5)CC4)ncnc32)O1 | 6.8
CCC(=O)N1CCC1(C)C(=O)NCc1ccccc1SC (stereo unspecified) | -0.2
COc1ccc(C(=O)Nc2ccc3c(c2)C(=O)N(C)[C@H]2CC[C@H](CC(=O)NCC4CC4)O[C@@H]2CO3)cc1 | -2.3
O=S1(=O)CC(N2CCCC2)CN1C1CCCCC1 (stereo unspecified) | -3.5
CCc1nc2ccc(C(=O)Nc3cccc(NS(C)(=O)=O)c3)cn2c1N(C)C(=O)Cc1ccccc1 | -1.6
CC(C)c1ccc([C@@H]2O[C@H](CCc3ccccc3)Cc3[nH][nH]c(=O)c32)cc1 | -4.3
Cc1c(Br)cccc1NC(=O)C1(C)CCN1C(C)C (stereo unspecified) | -2.9
CCCS(=O)(=O)NC(=O)C1(C)CCN(C(=O)c2cc(C)oc2C)C1 (stereo unspecified) | 1.2
CN(C)c1ccc(N=NS(=O)(=O)O)cc1 | i
CCCNC(=O)c1cc2c(c(-c3cccc(-c4ccc(F)cc4)c3)n1)[C@H](CCO)N(S(=O)C(C)(C)C)C2 (stereo partly specified) | -4.9
CCCCn1nnnc1C(c1cc2ccccc2o1)N1CCCCC1 (stereo unspecified) | -1.9
CCc1nc2c(OCc3ccccc3C)cccn2c1N(C)C(=O)CC(C)C | -0.7
COc1ccc(CCC(=O)N2c3ccccc3N=C(c3ccc(C(F)(F)F)cc3)C2C(=O)NC(C)(C)C)cc1 (stereo unspecified) | -0.7
CC(C)(C)c1ccc(S(=O)(=O)N2CCCC(C(=O)N3CCN(Cc4ccccc4)CC3)C2)cc1 (stereo unspecified) | -1.9
COc1ccc(NC(=O)C(c2ccc(OC)cc2)n2c(=O)c(-c3cc4ccccc4[nH]3)nc3ccccc32)cc1 (stereo unspecified) | -2.0
O=C(NCc1cccnc1)c1ccc2sc([C@@H]3O[C@H](CO)[C@H](O)[C@H](O)[C@H]3O)nc2c1 | -2.3
C[C@H](c1ccccc1)N1C[C@@H](COCc2ccccc2)Oc2cc(N3CCC[C@H]3CO)ccc2S1(=O)=O | 6.5
CC(C)c1cc(Cn2c3ccccc3c(=O)n2C(C)Cn2cc(-c3ccc(C(C)(C)C)cc3)nn2)on1 (stereo unspecified) | 1.6
OC(c1ccc(F)cc1)c1nc(/C=C/c2ccccc2)cs1 (stereo unspecified) | 6.5
Cc1ccc(F)cc1-c1nc(NC(C)C)nc2cc(-c3ccccc3)sc12 | 3.9
COc1ccc(-c2csc(C(O)c3ccccc3)n2)cc1 (stereo unspecified) | 4.8
COc1ccc(Cl)cc1-c1cc(C(=O)NCc2ccco2)[nH]n1 | -1.9
CC(C)(C(=O)N1CCC1(C)C(=O)NS(=O)(=O)c1ccc(C#N)cc1)c1ccccc1 (stereo unspecified) | -5.6
CC(=O)OC[C@@H]1CN(Cc2cccc(C(F)(F)F)c2)C[C@H](n2cnc3c(NCc4ccco4)ncnc32)O1 | -2.3
CC1(Cc2cc(Cl)ccc2C(F)(F)F)C(=O)Nc2ccc(S(=O)(=O)NC3CCCCC3)cc21 (stereo unspecified) | -1.3
C[C@@H](NC(=O)[C@@H]1CCCN1C(=O)[C@@H]1CCCN1C(=O)c1cccc2ccccc12)c1ccccc1 | 1.8
Nc1c(-c2ccc(C(F)(F)F)cc2)nc2ncccn12 | -5.4

Retrieved by structure from the entries so far (five):
SMILES | PI4K2A inh
Nc1c(-c2ccc(C(F)(F)F)cc2)nc2ncccn12 | -5.4
COc1ccc(-c2csc(C(O)c3ccccc3)n2)cc1 (stereo unspecified) | 4.8
CC(C)(C(=O)N1CCC1(C)C(=O)NS(=O)(=O)c1ccc(C#N)cc1)c1ccccc1 (stereo unspecified) | -5.6
COc1ccc(Cl)cc1-c1cc(C(=O)NCc2ccco2)[nH]n1 | -1.9
C[C@@H](NC(=O)[C@@H]1CCCN1C(=O)[C@@H]1CCCN1C(=O)c1cccc2ccccc12)c1ccccc1 | 1.8

Returning to the listing; the 4 compounds before the break are reprinted first.
SMILES | PI4K2A inh
CC(=O)OC[C@@H]1CN(Cc2cccc(C(F)(F)F)c2)C[C@H](n2cnc3c(NCc4ccco4)ncnc32)O1 | -2.3
CC1(Cc2cc(Cl)ccc2C(F)(F)F)C(=O)Nc2ccc(S(=O)(=O)NC3CCCCC3)cc21 (stereo unspecified) | -1.3
C[C@@H](NC(=O)[C@@H]1CCCN1C(=O)[C@@H]1CCCN1C(=O)c1cccc2ccccc12)c1ccccc1 | 1.8
Nc1c(-c2ccc(C(F)(F)F)cc2)nc2ncccn12 | -5.4
Cc1ccccc1CN1CCCCC(NC(=O)c2ccc(Br)cc2)C1=O (stereo unspecified) | 0.0
COC(=O)[C@]12C[C@H](CC(=O)N3CCSCC3)C(=O)N(Cc3cccc4ccccc34)C1=C[C@H](C1CCCC1)O[C@@H]2C | 0.5
CCn1c(SCC(=O)NN=Cc2cc(OC)ccc2OC)nnc1-c1ccc(OC)cc1 | 4.9
CC1=C(C(=O)N(C(C)C)C(C)C)CC(CC(=O)NCc2cccs2)C(=O)N1Cc1ccc(F)cc1 (stereo unspecified) | 5.1
O=C(NCc1cc(Cl)cc(Cl)c1)c1ccc2nc([C@H]3C[C@H](O)[C@@H](CO)O3)[nH]c2c1 | 1.0
CSc1ccc(OC2(C)CCN(Cc3ccc(OC(C)C)cc3)C2)cc1 (stereo unspecified) | -4.8
CC1(C(=O)NS(=O)(=O)c2cccc(Cl)c2)CCN1C(=O)c1ccccc1CCc1ccccc1 (stereo unspecified) | -3.2
CCn1c(COc2ccc(C)cc2)nnc1SCC(=O)Nc1ccccc1-c1ccccc1 | -3.9
CCn1c(SCC(=O)Nc2ccc(C(N)=O)cc2)nc2sc(C)c(C)c2c1=O | -0.5
CCOC(=O)[C@]12CCCC=C1N(Cc1ccco1)C(=O)[C@H](CC(=O)NCc1cccs1)C2 | 1.6
Cc1ccc(C(=O)C2CCN(CC(=O)N(C)C3CCCCC3)CC2)cc1 | -2.9
CC(O)(c1cccc(F)c1)c1nc(-c2cccc(C(=O)O)c2)cs1 (stereo unspecified) | -0.3
Cn1nc(C2CC2)cc1NC(=O)C1(C)CCN1C(=O)c1ccccc1CCc1ccccc1 (stereo unspecified) | -2.8
COC(=O)[C@@]12C[C@@H](CC(=O)NCc3cccc4ccccc34)C(=O)N(Cc3cccc4ccccc34)C1=CCC(C)(C)C2 | 4.1
CCn1c2ccccc2c2cc(NC(=O)CSc3nnc(-c4ccccc4)n3-c3ccc(C)cc3)ccc21 | -3.8
CC(C)Cc1ccc(-c2cc3nc(NCc4cccc(Cl)c4)ccn3n2)cc1 | 2.6
O=C(O)/C=C(\CC(=O)O)C(=O)O | -2.3
Cc1cn([C@H]2C[C@H](O)[C@@H](/C=C/C(=O)NCC(c3ccccc3)c3ccccc3)O2)c(=O)[nH]c1=O | 2.1
COc1cc(NC(=O)C2CCCN(S(=O)(=O)c3cc(OC)ccc3OC)C2)cc(OC)c1 (stereo unspecified) | 3.8
COc1cc(-c2cc(NC=O)c3ncc(-c4ccc(C(C)=O)cc4)n3c2)ccc1O | -1.5
Cc1ccc(NC(=O)Cn2nnc(-c3ccncc3)n2)cc1C | 4.2
O=C(N1CCCC1)n1ncc(-c2ccc(-c3ccccc3)cc2)n1 | -7.5
COC(=O)[C@]12CCCCC=C1N(Cc1ccco1)C(=O)[C@H](CC(=O)NCC13CC4CC(CC(C4)C1)C3)C2 | 2.2
CSc1ccc(Cn2c(C)c(C(=O)NCc3ccco3)sc2=O)cc1 | -4.4
NC(=O)c1ccc(O)c2ncccc12 | -17.5
